Tau fluor counter = Counterscreen qHTS for Inhibitors of Tau Fibril Formation, Fluorescence Polarization. tau K18 P301L Alexa594 fluorescence, heparin fibrillization. Potency, µM (highest dose often 57.7 µM), for the others: at the highest dose activity change, negative = decrease. 0.93% of 280,000 active. AID 1463, 2008; note: % is set by controls: 0 for no effect and ±100 for the full control effect; nearly all actives have a fitted effect of over 55% in size
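Human K18 P301L tau (15 uM unlabeled plus 0.24 uM Alexa 594-labeled, final) in 100 mM sodium acetate pH 7 was mixed with compound and 20 uM heparin and incubated 6 hr at 37 C.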
GAA glycogen = qHTS Assay for Inhibitors and Activators of Human alpha-Glucosidase Cleavage of Glycogen | Lysosomal alpha-glucosidase (Homo sapiens), P10253 | recombinant GAA, glycogen substrate, Amplex Red glucose oxidase fluorescence | Potency, µM (series often up to 76.4 µM), inactives show at the top dose activity change, negative = inhibition, actives largely listed as inhibitors | 0.38% of 300,000 active | AID 2100, 2009;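 note: 0% = full enzyme reaction and -100% = no-enzyme basal signal; the screen sought inhibitors and activators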
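Recombinant enzyme (4 nM final) with compounds titrated up to 77 uM and bovine liver glycogen (30 ug) in citrate pH 5.0, 0.01% Tween-20, 37 C 40 min. Released glucose detected by Amplex Red/glucose oxidase (Ex 573/Em 610); AC50 from Hill fits.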
Tau FP inhib = qHTS for Inhibitors of Tau Fibril Formation, Fluorescence Polarization; Microtubule-associated protein tau (Homo sapiens), P10636; K18 P301L tau heparin fibrillization, Alexa594 FP, 6 h; Potency, µM (top dose mostly 57.7 µM), for inactives: at the highest dose activity, negative = inhibition, hits mostly inhibitors; 0.39% of 280,000 active; note: % is set by controls: 0 for no effect and ±100 for the full control effect; nearly all actives have a fitted effect of over 55% in size
Target sequence (P10636 561-689 P618L limits assumed): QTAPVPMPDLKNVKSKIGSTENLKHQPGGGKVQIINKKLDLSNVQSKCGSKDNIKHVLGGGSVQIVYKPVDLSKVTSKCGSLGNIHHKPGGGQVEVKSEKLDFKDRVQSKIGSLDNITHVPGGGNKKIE
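Human K18 P301L fragment (15 uM unlabeled plus 0.24 uM Alexa 594-labeled) in 100 mM sodium acetate pH 7 with compound, aggregation induced by 20 uM heparin for 6 hr at 37 C. ThT (30 uM) added for 1 hr, then Alexa 594 FP read.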
aGlu spleen mod = qHTS Assay for Inhibitors and Activators of Human alpha-Glucosidase From Spleen Homogenate. AID 2112, 2009. 0.006% of 240,000 active. Lysosomal alpha-glucosidase (Homo sapiens), P10253. human spleen homogenate, 4-MU-alpha-glucoside fluorescence. Potency, µM (titrated, usually from 79.9 µM), for the others: top-dose activity change, negative = inhibition, usual class: inhibitors;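 note: 0% = enzyme with vehicle and -100% = no enzyme basal signal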
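AC50 values come from Hill-equation fits of concentration-response data, normalized to no-enzyme and full-activity controls. Enzyme source: 1 ug human spleen homogenate; 1 mM fluorogenic 4-MU glucoside, pH 5.0 citrate buffer, 37 C, 40 min.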
GLA spleen mod = qHTS Assay for Inhibitors and Activators of Human alpha-Galactosidase From Spleen Homogenate; human spleen homogenate, 4MU-alpha-Gal fluorescence, 40 min; AID 2107, 2009; Potency, µM (doses to about 80 µM), for the others: top-dose activity change, negative = inhibition, hits mostly inhibitors; 0.008% of 240,000 active; Alpha-galactosidase A (Homo sapiens), P06280;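 note: 0% = enzyme with vehicle and -100% = no enzyme basal signal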
Target sequence (P06280 32-429 limits assumed): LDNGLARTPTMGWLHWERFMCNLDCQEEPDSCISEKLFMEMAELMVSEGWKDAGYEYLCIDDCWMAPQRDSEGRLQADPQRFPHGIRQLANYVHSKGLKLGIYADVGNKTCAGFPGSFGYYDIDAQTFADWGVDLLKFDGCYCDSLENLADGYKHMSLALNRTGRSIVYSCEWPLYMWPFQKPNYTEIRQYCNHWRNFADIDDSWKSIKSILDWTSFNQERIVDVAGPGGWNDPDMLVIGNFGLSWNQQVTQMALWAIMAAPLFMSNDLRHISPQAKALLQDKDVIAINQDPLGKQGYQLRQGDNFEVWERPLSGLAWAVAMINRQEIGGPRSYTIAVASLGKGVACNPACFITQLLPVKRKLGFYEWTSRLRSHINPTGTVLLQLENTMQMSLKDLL
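Fluorogenic readout (Ex 365/Em 440 nm) of 4-methylumbelliferone released from 1 mM 4-MU-alpha-galactoside by spleen homogenate, 40 min at 37C, pH 5.0. Data normalized to no-enzyme and enzyme controls; Hill-equation AC50 from compound titrations.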
HTT ATP protect = qHTS Multiplex Assay to Identify Dual Action Probes in a Cell Model of Huntington: Cytoprotection (ATP); PC12 HTT-Q103 induced, cytoprotection, ATP luminescence, 40 h; Potency, µM (top dose mostly 56.4 µM), for the others: cytoprotection (ATP increase), usual class: activators; 0.14% of 230,000 active; AID 1471, 2008;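 note: % of control where 0% means no effect; nearly all actives have a fitted effect of over 45% in size; toxic huntingtin expression switched on by the ecdysone agonist tebufenozide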
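Quantitative HTS on tebufenozide-induced (100 nM) PC12 cells expressing HTTQ103 exon 1–GFP; compounds tested as a concentration series; survival measured via cellular ATP.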
Tau ThT inhib = qHTS for Inhibitors of Tau Fibril Formation, Thioflavin T Binding; AID 1460, 2008; 2.1% of 270,000 active; Microtubule-associated protein tau (Homo sapiens), P10636; Potency, µM (top dose mostly 57.4 µM), without a hit: at the highest dose activity, negative = inhibition, usual class: inhibitors; recombinant tau K18 P301L (four-repeat tau fragment), heparin-induced fibrillization, ThT fluorescence; note: % is set by controls: 0 for no effect and ±100 for the full control effect; nearly all actives have a fitted effect of over 55% in size
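Heparin-induced fibrillization of the P301L-mutant K18 repeat-domain fragment of human tau was followed by ThT binding in quantitative high-throughput format.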
GAA inhib = qHTS Assay for Inhibitors of Human alpha-Glucosidase as a Potential Chaperone Treatment of Pompe Disease; Lysosomal alpha-glucosidase (Homo sapiens), P10253; purified human GAA, 4-MU-alpha-glucoside fluorescence; Potency, µM (titrated, usually from 76.9 µM), inactives show top-dose activity change, negative = inhibition, most hits filed as inhibitors; 0.005% of 200,000 active; AID 1466, 2008;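 note: plate controls were uninhibited enzyme wells for no effect and no-enzyme background for full effect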
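Fluorescence at Ex 365/Em 440 nm from 4-methylumbelliferone reported enzyme activity after 20 min at room temperature. Reactions used 4 nM enzyme and 400 uM substrate at pH 5.0; curves fitted with the Hill equation.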
An asterisk follows results filed as active; ? = inconclusive; . = not tested or not shown; & = joins results of further samples; ! = not confirmed by another sample; [ ] = remark or other dose. Calls come from the whole dose curve; as a rule, active = well fitted curve in the direction sought with a large enough effect; inconclusive = small, poorly fitted or top-dose-only effect, or another doubt; inactive = no such curve, though single readings can be large; an effect the other way counts as inactive or inconclusive. Potency is the fitted concentration of half-maximal effect.

SMILES	Tau fluor counter	GAA glycogen	Tau FP inhib	aGlu spleen mod	GLA spleen mod	HTT ATP protect	Tau ThT inhib	GAA inhib
Cn1cnnc1SC1CCCCC1NS(=O)(=O)c1ccc(Cl)cc1 (stereo unspecified)	-8%	-6%	1%	-3%	-3%	40%[10 µM]	-3%	1%
CCc1cc2ccc(C)cc2nc1SCC(=O)N1CCN(C(=O)c2ccco2)CC1	-3%	-2%	0%	-21%	1%	13%	?	0%
COc1ccc(CCN(Cc2nc3ccccc3c(=O)[nH]2)C(=O)c2ccco2)cc1OC	-6%	5%	2%	-1%	3%	-21%[10 µM]	-10%	-3%
CSc1nnc2c3cc(F)ccc3n(Cc3ccccc3)c2n1	4%	4%	4%	-7%	-2%	11%	8%	-14%
COC(=O)CN(n1cnnc1)S(=O)(=O)c1ccccc1Cl	-2%	7%	15%	-11%	-19%	-14%	-13%	2%
Cc1cc(=O)n2nc(N3CCC(C(=O)Nc4ccc(Br)cc4F)CC3)sc2n1	-10%	0%[76.3 µM]	-3%	.	.	.	?	.
COc1cccc(NC(=O)c2ccc(-c3ccc([N+](=O)[O-])cc3)o2)c1	?	2%	15%	-4%	-4%	1%[10 µM]	?	-4%
Cc1cc(Nc2cccc(Cl)c2)nc2ccc(NC(=O)Cc3c(F)cccc3Cl)cc12	7.9µM*[quencher]	6%[76.3 µM]	-13%	.	.	.	?	.
COc1cccc(OC)c1C(=O)OCC(=O)NC(=O)NCc1ccccc1	-7%	0%	-4%	-9%	1%	-41%[inhibitor]	-6%	-3%
CN(C)/C=N/C(=S)Nc1ccc(Br)cc1F	-3%	-16%	-10%	7%	9%	13%	-10%	-6%
CC(C)(C)c1ccccc1OCCOCCSc1ncccn1	-15%	-21%	-15%	-9%	2%	-6%	-10%	-20%
CC1CCN(S(=O)(=O)c2ccc(NC(=O)Cn3nnc(-c4ccccc4F)n3)cc2)CC1	?	-2%	7.9µM*	-5%	-6%	23%[10 µM]	3%	-6%
CCCCOCC(O)CN1CCN(C(C)=O)CC1 (stereo unspecified)	-3%	10%	7%	-3%	6%	-3%[10 µM]	-8%	-8%
CCc1ccc(NC(=O)C2CCCN(S(=O)(=O)c3ccc4[nH]c(=O)ccc4c3)C2)cc1 (stereo unspecified)	3%	12%[76.3 µM]	-5%	.	.	.	9%	.
COC(=O)c1cc2ccsc2n1Cc1nc(-c2cccc(Cl)c2)oc1C	-19%	1%	-7%	-5%	-1%	-10%	-14%	-9%
COc1cccc(CNC(=O)CCc2c(C)nc3c4c(C)cc(C)nc4nn3c2C)c1	-2%	14%[76.3 µM]	0%	.	.	.	?	.
COc1ccc(NC(=O)CCC(=O)c2cccs2)cc1S(=O)(=O)Nc1ccccc1Cl	1%	9%	-4%	4%	8%	-21%[10 µM]	0%	2%
Cc1nc(C(=O)NNC(=O)c2ccc(Cl)cc2)c(C(F)(F)F)o1	5%	1%	5%	-17%	-5%	9%[10 µM]	-1%	.
COc1ccccc1NC(=O)Cn1c(=O)n(Cc2cccs2)c(=O)c2cccnc21	-1%	-4%[76.3 µM]	6%	.	.	.	22%	.
CCOC(=O)c1ccc(-n2c(CCC(=O)O)ccc2-c2ccccc2)cc1	0%	-4%	-9%	.	.	.	-5%	.
O=C(O)c1cc(-c2ccco2)nc2ccc(Br)cc12	?	5%&-4%	?	0%&6%	4%&10%	1%[1.9 µM]	16µM*!	?
Cc1ccc(OCC(=O)N2CCN(S(C)(=O)=O)CC2)cc1	4%	-24%	5%	8%	21%	11%[10 µM]	.	.
CN(C)CCn1c(=S)[nH]c2ccccc2c1=O	-1%	4%	-8%	1%	6%	5%	6%	-8%
O=c1cc(O)c2sc3nc(C(F)(F)F)c4c(c3c2[nH]1)CCCCC4	-2%	3%	-5%	-3%	0%	1%	-8%	9%
Cc1ccc(Nc2nnc(SCn3nnc4ccccc4c3=O)s2)cc1	?	10%	-1%	4%	4%	-41%[inhibitor]	-14%	11%

Record cards, from the list above. Order of screens: Tau fluor counter	GAA glycogen	Tau FP inhib	aGlu spleen mod	GLA spleen mod	HTT ATP protect	Tau ThT inhib	GAA inhib
CCc1ccc(NC(=O)C2CCCN(S(=O)(=O)c3ccc4[nH]c(=O)ccc4c3)C2)cc1 (stereo unspecified) is listed as 3%	12%[76.3 µM]	-5%	.	.	.	9%	.
Cc1cc(Nc2cccc(Cl)c2)nc2ccc(NC(=O)Cc3c(F)cccc3Cl)cc12 is listed as 7.9µM*[quencher]	6%[76.3 µM]	-13%	.	.	.	?	.
CC(C)(C)c1ccccc1OCCOCCSc1ncccn1 is listed as -15%	-21%	-15%	-9%	2%	-6%	-10%	-20%

Later entries.
SMILES	Tau fluor counter	GAA glycogen	Tau FP inhib	aGlu spleen mod	GLA spleen mod	HTT ATP protect	Tau ThT inhib	GAA inhib
Cc1cc(N2CCN(c3cccc(C(F)(F)F)c3)CC2)n2nc(-c3ccccc3C)nc2n1	-6%	13%[76.3 µM]	4%	.	.	.	?	.
O=S(=O)(Nc1nccs1)c1cnc(Cl)c(Br)c1	3%	-3%	-8%	0%	2%	10%[10 µM]	1%	5%
COc1ccc(S(=O)(=O)N(C)CC(=O)Nc2ccccc2OC)cc1	-12%	2%	2%	-3%	0%	6%	-12%	-2%
Cc1cc(=O)[nH]c(-c2ccc(Cl)cc2)n1	-13%	9%	-3%	-1%	-8%	8%[10 µM]	-10%	.
O=c1c2ccccc2cnn1-c1ccc(Br)cc1	-5%	0%	-10%	-4%	?	-39%[inhibitor]	-11%	-5%
Cc1ccc2[nH]c(-c3ccccc3)c(CN3CCOCC3)c(=O)c2c1	-5%	11%	-4%	-3%	-2%	18%[10 µM]	1%	0%
O=C(COC(=O)C1CCCC1)NCc1ccc(Cl)cc1	-7%	6%	-3%	.	2%	-4%	-5%	-5%
Cc1cccc(C(=O)NCc2nnc(SCC(=O)Nc3ccccc3F)n2-c2ccccc2)c1	-13%	18%[76.3 µM]	-5%	.	.	.	3%	.
N#CC(Cc1ccccc1OC(F)F)c1nc2ccccc2[nH]1 (stereo unspecified)	1%	-13%	-1%	-1%	0%	2%[10 µM]	9%	?
CC1CC(C)CN(C(=O)CSc2nnc(-c3ccc(F)cc3)o2)C1 (stereo unspecified)	-8%	-4%	-1%	3%	-4%	-14%	-11%	-3%
Cc1ccc(C(CC(=O)NCC2(c3ccccc3)CCCC2)c2ccccc2)c(O)c1 (stereo unspecified)	?	10%[76.3 µM]	-13%	.	.	.	-14%	.
CC#C[C@]1(O)CC[C@H]2C3CCC4=CC(=O)CCC4=C3[C@@H](c3ccc(N(C)C)cc3)C[C@@]21C (stereo partly specified)	-27%&-22%	.	14%&10%	2%&-5%	19%&6%	-69%[inhibitor]	-21%&-8%	.
CCOC(=O)CNC(=O)CSc1ncnc2c1nnn2-c1ccc(F)cc1	-19%	-9%	2%	-11%	-3%	-7%[10 µM]	?	-27%
COc1ccc(CNS(=O)(=O)c2ccc3oc(C(=O)O)c(C)c3c2)cc1	-4%	3%	-4%	-7%	-8%	7%[0.074 µM]	-5%	1%
CCOC(=O)C(NC(=O)Cc1ccccc1)(Nc1cc(C)on1)C(F)(F)F (stereo unspecified)	-6%	3%	-6%	-11%	-1%	-16%[10 µM]	-1%	-2%
c1ccc(Cc2nnc3n2CCCCC3)cc1	3%	16%	0%	1%	5%	26%	-2%	8%
CC(C)(C)OC(=O)N[C@@H](Cc1ccccc1)c1nnc(S(=O)(=O)Cc2cccc(F)c2)o1	7%	9%	-2%	-2%	-7%	7%[0.074 µM]	10%	-5%
CC(=O)c1cccc(N(C(=O)Cn2nnc3ccccc32)C(C(=O)NCc2ccccc2)c2ccc(F)cc2)c1 (stereo unspecified)	-17%	-1%[76.3 µM]	-10%	.	.	.	-12%	.
CCOC(=O)C(NS(=O)(=O)c1ccc(Br)cc1)C(C)C (stereo unspecified)	10%	10%	-5%	11%	12%	0%[0.074 µM]	13%	-1%

Shown with bars between the fields: part of the list above
SMILES | Tau fluor counter | GAA glycogen | Tau FP inhib | aGlu spleen mod | GLA spleen mod | HTT ATP protect | Tau ThT inhib | GAA inhib
COC(=O)CN(n1cnnc1)S(=O)(=O)c1ccccc1Cl | -2% | 7% | 15% | -11% | -19% | -14% | -13% | 2%
CC#C[C@]1(O)CC[C@H]2C3CCC4=CC(=O)CCC4=C3[C@@H](c3ccc(N(C)C)cc3)C[C@@]21C (stereo partly specified) | -27%&-22% | . | 14%&10% | 2%&-5% | 19%&6% | -69%[inhibitor] | -21%&-8% | .
COc1ccc(CNS(=O)(=O)c2ccc3oc(C(=O)O)c(C)c3c2)cc1 | -4% | 3% | -4% | -7% | -8% | 7%[0.074 µM] | -5% | 1%
